High-throughput results from PubChem.
UCHL1 inh – blocks human UCHL1 ubiquitin-rhodamine cleavage. purified UCHL1, Ub-rhodamine cleavage fluorescence. inhibition, % at 20 µM. 47,000 compounds, 0.2% hits
USP28 inh – human USP28 deubiquitinase inhibition | AID 1645857 | 47,000 compounds, 3% hits | purified USP28, Ub-rhodamine cleavage fluorescence, 30 min | inhibition, % at 25 µM | Q96RU2
USP10 inh – inhibitors of human USP10 deubiquitinase. Q14694. purified USP10, Ub-rhodamine fluorescence, 60 min. inhibition, % at 20 µM. 47,000 compounds, 1.1% hits
USP8 inh – blocks human USP8 ubiquitin-rhodamine cleavage. P40818. purified USP8, Ub-rhodamine cleavage fluorescence, 30 min. inhibition, % at 20 µM. 47,000 compounds, 4.2% hits
OTUD3 inh – blocks human OTUD3 ubiquitin-rhodamine cleavage. 47,000 compounds, 0.7% hits. AID 1645858. inhibition, % at 25 µM. purified OTUD3, Ub-rhodamine fluorescence, 2 h. Q5T2D3
Target sequence (Q5T2D3 whole entry, looked up): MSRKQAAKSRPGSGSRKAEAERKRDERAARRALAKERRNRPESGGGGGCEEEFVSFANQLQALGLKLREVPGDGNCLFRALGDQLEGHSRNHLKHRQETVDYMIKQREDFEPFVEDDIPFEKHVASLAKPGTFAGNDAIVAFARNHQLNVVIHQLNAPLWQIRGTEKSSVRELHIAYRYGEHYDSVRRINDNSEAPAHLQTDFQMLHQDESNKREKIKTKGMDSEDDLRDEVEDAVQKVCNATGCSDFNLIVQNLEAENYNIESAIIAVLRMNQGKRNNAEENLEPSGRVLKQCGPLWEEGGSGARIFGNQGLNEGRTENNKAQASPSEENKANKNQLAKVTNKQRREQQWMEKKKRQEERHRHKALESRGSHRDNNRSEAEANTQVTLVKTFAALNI
USP30 inh – human USP30 deubiquitinase inhibition. inhibition, % at 25 µM. purified USP30, Ub-rhodamine cleavage fluorescence. 47,000 compounds, 5.3% hits. AID 1645860
USP7 inh – blocks human USP7 ubiquitin-rhodamine cleavage; Q93009; purified USP7, Ub-rhodamine cleavage fluorescence; inhibition, % at 20 µM; 47,000 compounds, 0.3% hits
USP17 inh – inhibitors of human USP17 deubiquitinase; A8MUK1; purified USP17, Ub-rhodamine cleavage fluorescence, 3 h; inhibition, % at 50 µM; 47,000 compounds, 6.5% hits
Target sequence (A8MUK1 whole entry, looked up): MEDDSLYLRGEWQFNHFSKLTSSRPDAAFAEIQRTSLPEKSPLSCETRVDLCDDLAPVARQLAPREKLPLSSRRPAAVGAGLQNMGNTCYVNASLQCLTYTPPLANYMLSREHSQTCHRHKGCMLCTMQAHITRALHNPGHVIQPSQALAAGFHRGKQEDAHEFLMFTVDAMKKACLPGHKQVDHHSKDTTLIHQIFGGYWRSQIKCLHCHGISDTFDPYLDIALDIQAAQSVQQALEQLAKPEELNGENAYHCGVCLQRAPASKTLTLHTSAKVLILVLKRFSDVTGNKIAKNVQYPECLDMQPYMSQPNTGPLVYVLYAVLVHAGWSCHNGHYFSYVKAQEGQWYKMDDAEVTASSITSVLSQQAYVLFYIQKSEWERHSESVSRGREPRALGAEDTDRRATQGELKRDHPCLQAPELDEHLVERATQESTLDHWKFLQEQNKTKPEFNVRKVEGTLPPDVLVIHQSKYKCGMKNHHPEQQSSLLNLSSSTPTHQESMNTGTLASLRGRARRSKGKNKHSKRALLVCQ
* hit, by the source's call; nt = not tested or not shown. Rule as the data show it: active = inhibition above about 30%; inactive = the rest.

A first look:
Value order: UCHL1 inh, USP28 inh, USP10 inh, USP8 inh, OTUD3 inh, USP30 inh, USP7 inh, USP17 inh
1	COc1ccc(C2c3[nH]c4ccccc4c3C[C@H]3C(=O)N(c4ccccc4C(=O)NCC4CCCO4)C(=O)N23)cc1 (stereo not given in full)
  -2, -42, -10, -23, -76, -319, -5, nt
2	CCCOc1cccc(CCC(=O)O)c1
  0, 6, 1, 9, 5, 14, 2, 12
3	CCC(Sc1ccc2nnc(-c3ccccn3)n2n1)C(=O)O (stereo not given)
  2, 9, 0, -47, 19, 4, 5, -16

The list itself, from the start:
Value order: UCHL1 inh, USP28 inh, USP10 inh, USP8 inh, OTUD3 inh, USP30 inh, USP7 inh, USP17 inh
1	COc1ccc(C2c3[nH]c4ccccc4c3C[C@H]3C(=O)N(c4ccccc4C(=O)NCC4CCCO4)C(=O)N23)cc1 (stereo not given in full)
  -2, -42, -10, -23, -76, -319, -5, nt
2	CCCOc1cccc(CCC(=O)O)c1
  0, 6, 1, 9, 5, 14, 2, 12
3	CCC(Sc1ccc2nnc(-c3ccccn3)n2n1)C(=O)O (stereo not given)
  2, 9, 0, -47, 19, 4, 5, -16
4	Cc1ccc(-c2nc(C)sc2CC(=O)Nc2ccc(S(=O)(=O)Nc3ncccn3)cc2)cc1
  -7, -41, -8, -17, -50, -429, -6, -46
5	Cc1ccc(NC(=O)C2CCN(C3=NS(=O)(=O)c4ccccc43)CC2)c(O)c1
  -1, -5, 1, 5, -5, -27, -12, -2
6	CN(C)c1nc2cc(C(=O)N3CCOCC3)sc2n1-c1ccccc1
  2, nt, -1, 0, 3, nt, 2, 19
7	CCn1nccc1C(=O)N1CCCC2(C1)Nc1ccccc1NC2=NC(C)(C)C (stereo not given)
  -2, -35, -10, 18, -38, -176, -23, -23
8	CCc1nnc(-c2ccc(=O)n(CC(=O)N3CCN(c4ccccc4F)CC3)c2)o1
  -1, -4, 0, -2, 0, 6, 2, 0
9	COc1ccc(-c2csc(N(CCCN3CCOCC3)C(=O)c3cc(OC)c(OC)c(OC)c3)n2)cc1
  3, -27, -2, -34, -20, -32, 2, -13
10	CN(C)C(CNC(=O)CSc1nc2cc(C(F)(F)F)ccc2n1Cc1ccccc1)c1ccccc1 (stereo not given)
  10, 0, 4, -9, -9, 9, -5, -8
11	Cc1cc(C2CCCN2S(=O)(=O)c2ccc(F)c(Cl)c2)on1 (stereo not given)
  -2, 2, 0, 2, -3, -1, -10, -3
12	CCOc1ccc2[nH]c(=O)c(-c3nc4cc(C)ccn4c3NC(C)(C)C)cc2c1
  -2, -143, -5, -51, -67, -103, -3, -11
13	FC(F)(F)c1ccc(-c2cnc([C@@H]3COCCN3C3CCOCC3)[nH]2)cc1
  3, -4, -1, 3, -17, -27, -9, -76
14	CC1(NC(=O)Cc2ccc(Cl)c(Cl)c2)CCS(=O)(=O)C1 (stereo not given)
  -6, -11, -5, -10, -17, -44, -9, -28
15	Cc1noc(-c2ccc(-n3ncc(C(=O)N(C)Cc4ccccc4)c3C)nc2)n1
  0, -4, 3, 0, 10, 8, 1, 7
16	N#Cc1ccc(C(=O)NC(c2ccccc2)c2nnc(N3CCOCC3)o2)cc1 (stereo not given)
  -2, -1, 1, 3, 1, 10, 0, -1
17	CC1CN(C(=O)c2ccc(-n3cccn3)c(C#Cc3ccccn3)c2)CC(C)O1 (stereo not given)
  3, 7, 0, -93, 8, 17, 4, 6
18	CC(OC(=O)c1cccc2ccccc12)c1nc2ccccc2n1Cc1ccccc1Br (stereo not given)
  1, -6, 3, -54, -3, -7, 10, -16
19	COCCOc1cc2n(c(=O)n1)CCc1cc(OC)c(OC)cc1-2
  -14, -51, -5, -15, -30, -175, -12, -41
20	COc1ccc(C2CC(c3ccccc3)n3ncnc3N2C(C)=O)cc1 (stereo not given)
  -2, -10, 2, -2, -7, -19, -1, -10
21	CCn1cc(-c2cc(C(=O)N3CCC[C@@]4(C)[C@@H]3CCCN4C(C)=O)on2)cn1
  0, 6, 0, 13, 11, 18, 0, 8
22	CCOC(=O)c1nc(N2CCc3ccccc32)c2ccccc2n1
  -1, nt, -6, -8, -1, nt, -8, -20
23	O=C1NC2(CCCc3ccccc32)C(=O)N1Cc1ncc(-c2ccccc2)o1 (stereo not given)
  1, 7, 0, 0, -11, -28, -119, -12
24	CN1CCN(C2=Cc3ccccc3Sc3cc4c(cc32)CCC4)CC1
  5, 14, 5, 11, -3, 16, -24, 8
25	Cc1sc2nc(SCC(=O)Nc3cccc(F)c3)n(Cc3ccco3)c(=O)c2c1C
  2, 10, 0, 4, 5, -16, 3, 10
26	COc1ccccc1NS(=O)(=O)c1cccc(NS(=O)(=O)c2cc(/C=C/C(=O)O)cc(OC)c2OC)c1
  2, 11, 0, -2, 20, 12, 4, -1
27	COc1cc(CNc2cccc(-c3nc4ncccc4o3)c2)ccc1OCC(N)=O
  0, 0, -2, 16, 3, -18, 1, 11
28	O=C(CCCn1c(=O)[nH]c2ccccc2c1=O)N1CCN(c2ccc(Cl)cc2)CC1
  0, 3, 2, -14, 4, 41*, -28, -11
29	CN1CCOc2cc(S(=O)(=O)NC3CCCCNC3=O)ccc21 (stereo not given)
  0, 4, -2, 1, 0, -7, 1, -10
30	COc1ccc(C(=O)N(Cc2ccc(F)cc2)Cc2nc3ccccc3c(=O)[nH]2)cc1
  0, 0, 4, -5, 2, 5, -1, -6
31	COC(=O)c1cccc(Nc2c(-c3ccc(OC)cc3)nc3cnccn23)c1
  -10, -42, -7, -42, -36, -122, -11, -53
32	c1ccc(-c2csc3nc(CN4CCOCC4)nc(NCc4cccnc4)c23)cc1
  1, 11, -5, 7, 15, 23, -21, 9
33	Cn1c(-c2ccccc2)c(C(=O)COC(=O)c2cc(=O)[nH]c3ccccc23)c2ccccc21
  4, 2, -3, 20, 8, 3, 7, 16
34	Cc1ccccc1NC(=O)N1CCC2(C1)C(=O)N(C)c1ccccc12 (stereo not given)
  1, 4, 0, 29, 15, 8, 6, 17
35	O=C1N(Cc2cccnc2)CCN1c1ccc(F)c(Cl)c1
  2, nt, 3, -2, 11, nt, -4, 8
36	Cc1ccc(C)c(Cn2c(C3CCCO3)nc3ccccc32)c1 (stereo not given)
  -1, 12, 1, 10, 7, 17, -56, 5
37	COC(=O)c1cc2c(-c3ccccc3)nn(C)c2s1
  0, -1, 0, 0, 2, 7, 0, 0
38	CCOC(=O)C1CCN(Cc2cc(=O)oc3cc(O)c(O)cc23)CC1
  76*, 85*, 34*, 91*, 85*, 52*, 52*, 85*
39	CC#CC#CC#C/C=C/CO
  -1, -6, -8, -7, -9, -85, -5, -17
40	Cc1ccc2c(c1)C(=O)NCC1(CCN(C(=O)c3cscn3)CC1)O2
  -7, 0, -2, 0, 0, -14, -4, 0
41	COc1ccc(C(=O)Nc2cc3c4c(c2)C(C)C(=O)N4CCC3)cc1 (stereo not given)
  -3, 52*, -5, 3, 4, 0, -2, 7
42	CCOC(=O)c1nnn2c1nc(SCC(N)=O)c1ccccc12
  4, 12, 4, 1, 15, 22, 6, 16
43	CCc1ccc(-c2[nH]ncc2CN2CCCC2c2cc(C)on2)cc1 (stereo not given)
  5, 0, -5, -1, -2, -7, -6, -5
44	CCN(c1ccccc1)S(=O)(=O)c1ccc(C(=O)Nc2nc3ccc(F)cc3s2)cc1
  -5, -30, 1, -15, -26, -230, 4, 55*
45	COc1ccc(-n2c(SCC(=O)OC(C)C)nnc2-c2ccccn2)cc1
  2, 3, -1, 11, 14, 17, 7, 17
46	COc1ccc(C2CC(c3ccc(Cl)cc3)N(C(=O)C(C)(C)C)c3ncnn32)cc1 (stereo not given)
  -3, -3, -2, -5, 0, 3, -2, 10
47	COc1ccc(-c2cc(C(=O)OCC(=O)Nc3cc(C)on3)c3ccccc3n2)cc1OC
  3, -62, -6, -6, -39, -222, 1, 30*
48	CC(C)(O)c1cc(CC2(NC3CCCCC3)COC2)no1
  -1, -11, -4, -16, -10, -115, -9, -59
49	COc1ccc(-c2cc(C(=O)Nc3ccnn3Cc3ccccc3)no2)cc1
  0, -3, 23, 0, 0, 32*, 3, 37*
50	COc1ccccc1C1CC(c2ccc(C)cc2)N(C(=O)C2CC2)c2ncnn21 (stereo not given)
  4, 2, 2, 6, 9, 15, 1, 4
51	COCCN1CCCC12CCN(C(=O)c1ccc(C)cc1)CC2
  -6, -11, -5, -57, -10, -24, -2, -20
52	O=C(Cc1ccc(Cl)cc1)N1CCC(c2nc3ccccc3[nH]2)CC1
  0, 9, -1, 2, -2, 11, -1, 7
53	COc1cc(NC(=O)C(Cc2ccccc2)NC(=O)C2CCCCC2)cc(OC)c1OC (stereo not given)
  3, -1, -3, -15, -1, 1, -1, 2
54	C[C@@H](C(=O)NCCc1ccccc1)N1C(=O)N2CCc3c([nH]c4ccccc34)[C@@]2(C)C1=O
  1, 5, 0, 2, 4, 1, 1, -2
55	CN1CCN(C(=O)c2cc(-c3ccc(F)cc3)cn2C)CC1
  0, -16, -4, -18, -10, -35, -4, -12
56	CN1C(=O)C2(CC(=O)Nc3c2cnn3-c2ccccc2)c2c(Cl)cccc21 (stereo not given)
  2, nt, -2, -5, -1, nt, 13, -1
57	COc1ccc(N2C(=O)c3ccccc3C2C(=O)NCc2ccccc2OC)cc1 (stereo not given)
  3, 0, 5, -1, 11, 5, -65, 18
58	Cc1ccc(C(=O)Nc2c(C(=O)N3CCOCC3)oc3ccccc23)cc1
  5, 10, 0, 12, 8, 14, -7, 12
59	C=C(C)C1COc2c(C)c(OC)c3c(c2C1O)C(O)OC3=O (stereo not given)
  -4, -7, -1, 0, -6, 3, -1, -5
60	CC(=O)N(C)c1ccc(OCC(O)CN(Cc2ccco2)S(=O)(=O)c2ccc(C)cc2)cc1 (stereo not given)
  3, 4, -3, 4, 2, 12, 3, -2

Numbers 54–60, reprinted for reference:
Value order: UCHL1 inh, USP28 inh, USP10 inh, USP8 inh, OTUD3 inh, USP30 inh, USP7 inh, USP17 inh
54	C[C@@H](C(=O)NCCc1ccccc1)N1C(=O)N2CCc3c([nH]c4ccccc34)[C@@]2(C)C1=O
  1, 5, 0, 2, 4, 1, 1, -2
55	CN1CCN(C(=O)c2cc(-c3ccc(F)cc3)cn2C)CC1
  0, -16, -4, -18, -10, -35, -4, -12
56	CN1C(=O)C2(CC(=O)Nc3c2cnn3-c2ccccc2)c2c(Cl)cccc21 (stereo not given)
  2, nt, -2, -5, -1, nt, 13, -1
57	COc1ccc(N2C(=O)c3ccccc3C2C(=O)NCc2ccccc2OC)cc1 (stereo not given)
  3, 0, 5, -1, 11, 5, -65, 18
58	Cc1ccc(C(=O)Nc2c(C(=O)N3CCOCC3)oc3ccccc23)cc1
  5, 10, 0, 12, 8, 14, -7, 12
59	C=C(C)C1COc2c(C)c(OC)c3c(c2C1O)C(O)OC3=O (stereo not given)
  -4, -7, -1, 0, -6, 3, -1, -5
60	CC(=O)N(C)c1ccc(OCC(O)CN(Cc2ccco2)S(=O)(=O)c2ccc(C)cc2)cc1 (stereo not given)
  3, 4, -3, 4, 2, 12, 3, -2

(next part)
Value order: UCHL1 inh, USP28 inh, USP10 inh, USP8 inh, OTUD3 inh, USP30 inh, USP7 inh, USP17 inh
61	Cc1ccccc1COC(=O)C1CCN(C2=NS(=O)(=O)c3ccccc32)CC1
  0, -11, 0, -14, -11, -25, -1, -8
62	O=C(COc1ccccc1)Nc1cnc(-c2ccccc2)nc1
  1, -11, -3, -1, -4, -23, -2, 44*
63	Cn1cc(C2CCCCCN2C(=O)c2c(F)cccc2F)cn1 (stereo not given)
  2, 4, 2, 8, 5, -25, 5, -1
64	CN1C[C@@H]2C[C@H](NS(=O)(=O)c3ccc(F)cc3)CN2Cc2ccccc21
  -3, -11, -4, 11, -1, -36, -1, -10
65	Fc1ccccc1-c1nc(-c2ccncc2)ncc1-c1nnnn1-c1ccccc1
  2, 1, 2, 10, 3, 11, -7, 4
